Source: PubChem BioAssay
FLuc counter – qHTS profiling assay for firefly luciferase inhibitor/activator using purifed enzyme and Km concentrations of substrates (counterscreen for miR-21 project) | AID 588342, 2011 | Potency, µM (titrated, usually from 57.5 µM), without a hit: top-dose activity change, negative = inhibition, actives largely listed as inhibitors | purified FLuc, Km substrates, luminescence inhibition | Luciferin 4-monooxygenase (Photinus pyralis), P08659 | 6.9% of 360,000 active;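 note: plate controls were vehicle for no effect and reference inhibitor for full effect; nearly all actives have a fitted effect of over 55% in size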
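Biochemical qHTS of compounds, final roughly 60 µM downward over six points, against 10 nM purified firefly luciferase using Km concentrations of substrates (10 uM D-luciferin, 10 uM ATP) in Tris acetate pH 7.5 buffer; luminescence output.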
p53 reactivator – qHTS assay for re-activators of p53 using a Luc reporter; H1299 p53-A138V BP100-luciferase reporter, luminescence, 24 h; Potency, µM (series often up to 92.2 µM), inactives show at the highest dose activity change, positive = activation, hits mostly activators; 0.063% of 320,000 active; note: % of control where 0% means no effect; nearly all actives have a fitted effect of over 45% in size
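H1299 (p53-null), stable ts p53-A138V + BP100-Luc; 1000 cells/well, Opti-MEM/10% FBS; cpd 4 pt, 1:5; 24 h, 37 deg C, 5% CO2; detection reagent 10 min RT; luminescence.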
BRCA1 expr act – qHTS Assay to Identify Small Molecule Activators of BRCA1 Expression | MCF7-BRCA1-FFLuc reporter, luminescence, 48 h; response scale: scaled: vehicle 0%, 10 µM genistein 100% | Potency, µM (doses to about 46.1 µM), for inactives: at the highest dose activation, usual class: activators | 1.1% of 380,000 active; note: nearly all actives have a fitted effect of over 80% in size; some results filed as inactive show a strong effect at the top dose
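Cells: MCF7-BRCA1-FFLuc, 2000/well. Exposure: 48 h, 37 °C, 5% CO2. Read: luminescence, 15 min post-substrate. Controls: genistein 10 microM (maximal activation), DMSO (neutral).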
RORgamma inh – qHTS for inhibitors of ROR gamma transcriptional activity; Drosophila S2 Gal4-RORgamma UAS-luciferase reporter, 20 h; AID 2551, 2010; Potency, µM (highest dose often 53.6 µM), for the others: at the highest dose activity change, negative = inhibition, hits mostly inhibitors; Nuclear receptor ROR-gamma (Mus musculus), P51450; 5.4% of 310,000 active; note: % is set by controls: 0 for no effect and ±100 for the full control effect; nearly all actives have a fitted effect of over 60% in size
Target sequence (P51450 whole entry, looked up, the tested form may be a part): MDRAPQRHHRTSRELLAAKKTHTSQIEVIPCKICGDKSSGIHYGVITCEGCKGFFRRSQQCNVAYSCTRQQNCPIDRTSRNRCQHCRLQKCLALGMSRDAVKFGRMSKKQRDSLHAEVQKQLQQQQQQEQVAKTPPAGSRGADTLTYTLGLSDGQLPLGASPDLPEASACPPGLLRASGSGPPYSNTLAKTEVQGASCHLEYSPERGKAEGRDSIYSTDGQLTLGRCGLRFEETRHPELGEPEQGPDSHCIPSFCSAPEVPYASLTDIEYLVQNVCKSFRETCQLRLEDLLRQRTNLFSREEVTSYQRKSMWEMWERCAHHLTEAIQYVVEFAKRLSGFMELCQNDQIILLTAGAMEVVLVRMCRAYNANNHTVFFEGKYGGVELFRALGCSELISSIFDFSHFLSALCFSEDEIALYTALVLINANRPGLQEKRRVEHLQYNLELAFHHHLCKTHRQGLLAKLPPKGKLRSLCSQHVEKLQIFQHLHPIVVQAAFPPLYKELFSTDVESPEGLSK
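Compounds are pin-transferred onto Drosophila Schneider cells expressing a copper-inducible Gal4–ROR gamma transactivation domain fusion. After 1 hr, copper sulfate is added to 700 uM final; luciferase is read 20 hr later.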
Gal4-VP16 FLuc – VP16 counterscreen qHTS for inhibitors of ROR gamma transcriptional activity; Drosophila S2 Gal4-VP16 UAS-luciferase, luminescence, 20 h; 3.5% of 310,000 active; Potency, µM (titrated, usually from 53.6 µM), for the others: top-dose activity, negative = inhibition, usual class: inhibitors;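 note: Gal4-VP16 expression switched on by copper sulfate through the metallothionein promoter; % is set by controls: 0 for no effect and ±100 for the full control effect; nearly all actives have a fitted effect of over 50% in size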
uPA surface inh – qHTS for Inhibitors of Cell Surface uPA Generation | AID 540303, 2011 | cell surface uPA generation assay, qHTS | 0.31% of 330,000 active | Potency, µM (highest dose often 38.3 µM), for the others: top-dose activity change, negative = inhibition, hits mostly inhibitors; active = well fitted inhibition curve with a large enough effect; inconclusive = small, poorly fitted or top-dose-only effect; inactive = no such curve, though single readings can be large or run the other way; tested in mouse RAW 264.7 cells; note: % is set by controls: 0 for no effect and ±100 for the full control effect; nearly all actives have a fitted effect of over 55% in size
MLL CXXC-DNA inh – qHTS Fluorescence Polarization Assay for Inhibitors of MLL CXXC domain - DNA interaction; Histone-lysine N-methyltransferase 2A (Homo sapiens), Q03164; MLL-CXXC / FITC-HOXA9 DNA fluorescence polarization; Potency, µM (series often up to 115 µM), for the others: at the top dose activity change, negative = inhibition, usual class: inhibitors; 0.037% of 290,000 active; active = well fitted inhibition curve with a large enough effect in the polarisation, with a control signal flat, not every such curve was filed as active; inconclusive = small, poorly fitted or top-dose-only effect, or effect the other way, or a change in a side signal; inactive = no such curve, though single readings can be large or run the other way; the % refers to the polarisation
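Steps: dispense CXXC domain solution (7 uM) → pin compounds or unlabeled HOX-A9 DNA control → 5 min ambient → add FLSN-HOX-A9 solution (50 nM) → spin → 30 min ambient → fluorescence polarization. Tris pH 7.5/NaCl/DTT/BSA buffer.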
Rab9 prom act – qHTS Assay for Rab9 Promoter Activators | Huh7 Rab9 promoter-luciferase reporter, luminescence, 24 h | Potency, µM (top dose mostly 9.22 µM), for inactives: at the top dose activation, negative = inhibition, usual class: activators | 2.8% of 320,000 active | AID 485297, 2010; note: % of control where 0% means no effect; nearly all actives have a fitted effect of over 60% in size
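Luminescence from Amplite-detected luciferase (10 minutes, ambient) reports Rab9 promoter activation. Before that, stable Rab9-luciferase Huh7 cells (1500/well, reduced-serum OP-MEM I plus 10% FBS) were exposed to compound for 24 hours at 37C.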
ELG1 genotoxic – qHTS screen for small molecules that induce genotoxicity in human embryonic kidney (HEK293T) cells expressing luciferase-tagged ELG1; HEK293T ELG1-luciferase reporter, luminescence, 16 h; Potency, µM (titrated, usually from 46 µM), inactives show top-dose activity change, positive = activation, usual class: activators; 1.3% of 330,000 active; note: % of control where 0% means no effect; nearly all actives have a fitted effect of over 60% in size
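Genotoxicity was scored as increased ELG1-luciferase reporter signal, measured by ONE-Glo luminescence (30 min, room temperature). Compound or vehicle exposure of the HEK293T reporter cells lasted 16 hr at 37°C.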
NPC1 prom act – qHTS Assay for NPC1 Promoter Activators; Huh7 NPC1 promoter luciferase reporter, 24 h; Potency, µM (series often up to 9.22 µM), inactives show at the highest dose activation, most hits filed as activators; 2.4% of 320,000 active; AID 485313, 2010;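 note: % of control where 0% means no effect; nearly all actives have a fitted effect of over 60% in size; reporter is driven by a mutant NPC1 promoter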
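Stably transfected Huh7 (NPC1 promoter→luciferase), 1500 cells/well in Opti-MEM + 10% FBS, 2 h settle, then compound 24 h at 37 °C. Luminescence after 10 min with Amplite reagent.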
MBNL1-CUG inh – qHTS Assay for Inhibitors of MBNL1-poly(CUG) RNA binding; TR-FRET MBNL1-His/biotin-(CUG)12 binding, 665/545 ratio; AID 2675, 2010; Muscleblind-like protein 1 (Homo sapiens), Q9NR56; Potency, µM (top dose mostly 57.5 µM), inactives show at the highest dose activity change, negative = inhibition, hits mostly inhibitors; 0.036% of 280,000 active; active = well fitted inhibition curve with a large enough effect in the signal ratio, with a control signal flat, not every such curve was filed as active; inconclusive = small, poorly fitted or top-dose-only effect, or effect the other way, or a change in a side signal; inactive = no such curve, though single readings can be large or run the other way; the % refers to the signal ratio; note: % is set by controls: 0 for no effect and ±100 for the full control effect
Target sequence (Q9NR56 whole entry, looked up): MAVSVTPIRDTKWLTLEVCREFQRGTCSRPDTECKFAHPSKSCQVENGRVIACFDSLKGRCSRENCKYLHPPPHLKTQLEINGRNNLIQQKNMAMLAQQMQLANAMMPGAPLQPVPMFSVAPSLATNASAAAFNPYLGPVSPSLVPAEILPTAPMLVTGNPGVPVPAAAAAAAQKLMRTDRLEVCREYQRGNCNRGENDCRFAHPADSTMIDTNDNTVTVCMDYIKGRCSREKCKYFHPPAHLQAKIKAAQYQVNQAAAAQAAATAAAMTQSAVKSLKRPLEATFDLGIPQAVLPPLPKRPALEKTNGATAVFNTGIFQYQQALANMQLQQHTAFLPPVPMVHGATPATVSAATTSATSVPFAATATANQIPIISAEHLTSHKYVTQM
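Ratiometric TR-FRET (665 over 545 nm, excitation 340 nm) tracks disruption of MBNL1-His/biotin-(CUG)12 complex after 60 min at room temperature, with compounds at 92 nM to 58 uM final.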
Numbers without * were called inactive; ? = inconclusive; · = not tested or not shown; & = joins results of further samples; [ ] = another dose, or the depositor's remark. Unless noted, calls come from the whole dose curve; as a rule, active = well fitted curve in the direction sought with a large enough effect; inconclusive = small, poorly fitted or top-dose-only effect, or another doubt; inactive = no such curve, though single readings can be large; an effect the other way counts as inactive or inconclusive. Potency is the fitted concentration of half-maximal effect. An excerpt; count on the stated rates, not on these rows.

SMILES	FLuc counter	p53 reactivator	BRCA1 expr act	RORgamma inh	Gal4-VP16 FLuc	uPA surface inh	MLL CXXC-DNA inh	Rab9 prom act	ELG1 genotoxic	NPC1 prom act	MBNL1-CUG inh
CCOc1ccccc1OCCCC(=O)N(CC)CC(=O)Nc1ccc(NC(C)=O)cc1	-1.9%	2.0%	0.1%	·	·	0.8%	·	-7.3%	0.1%	-1.2%	·
O=C(CN1CCN(C(=O)c2ccco2)CC1)Nc1cc(Cl)ccc1Cl	0.4%	3.7%	-18.7%	-3.0%	-13.5%	-3.2%	-16.0%	-2.6%	-0.3%	-6.4%	0.5%
O=C(CCN1CCN(c2ccccc2)CC1)Nc1ccc(OCc2ccccc2)cc1	3.4%	4.2%	28.1%	?	1.4%	1.3%	-3.6%	?	1.3%	6.3%	4.1%
CCCOC(=O)C1[C@H]2C(=O)N(C(C)c3ccc(OC)cc3)C[C@]23C=C[C@H]1O3 (some centres not stated)	4.3%	5.4%	-15.8%	-9.0%	-0.3%	-7.2%	-3.1%	-4.9%	-11.5%	-1.6%	3.2%
CCOC(=O)N1CCN(Cc2nc3cc(NC(=O)CC(C)C)ccc3n2CC)CC1	0.4%	-0.6%	-35.6%	-13.3%	-0.9%	?	-0.6%	-0.1%	-3.7%	-9.3%	-4.2%
COc1cc([C@@H]2[C@H]3CN(C)CC=C3C(C#N)=C(N)C2(C#N)C#N)cc2c1OCO2	-1.6%	-13.0%	-2.9%&6.9%	-11.8%	9.1%	-3.1%	7.0%	-1.7%	7.1%	-1.1%	?
Cc1ccc(S(=O)(=O)N(C)c2cc(S(=O)(=O)N3CCOCC3)c(C)cc2C)cc1	0.1%	-4.6%	3.1%	11.8%	-7.2%	2.3%	-2.4%	-5.3%	-13.6%	-1.8%	-1.2%
O=C(Nc1ccccc1)Nc1cccc(-c2cn3cccnc3n2)c1	9.53µM*	-0.3%	53.0%	20.0%	3.8%	6.0%	18.5%	?	-8.5%	10.1%	14.7%
[O-]/C(=C(\C(=S)Nc1cccc2ccccc12)[n+]1ccccc1)c1ccc(OC(F)F)cc1	-11.9%	15.7%	-37.7%	-41.3%	-4.7%	-6.3%	3.9%	-6.5%	-2.8%	6.8%	?
Cc1ccc(P(=O)(O)c2ccc(C)cc2)cc1	-1.1%	16.1%	-9.6%	-18.5%	1.3%	-3.4%	5.8%	-3.6%	1.6%	-3.8%	-8.7%
CCNc1nc(NC(C)C)nc(NS(=O)(=O)c2ccc(N)cc2)n1	2.0%	-2.5%	-15.9%	10.2%	3.9%	0.5%	-1.8%	-0.2%	0.3%	0.5%	-4.0%
O=C(NCC(=O)N(c1cccc(F)c1)C(C(=O)NC1CCCC1)c1ccco1)c1ccco1 (configuration not stated)	3.1%	7.1%	-4.6%	-7.0%	-5.0%	-2.0%	11.8%	-2.3%	0.6%	-2.9%	0.2%
CCN1CCN(C(CNS(=O)(=O)c2ccc(Cl)cc2)c2cccnc2)CC1 (configuration not stated)	-0.9%	7.6%	-2.2%	-8.0%	-8.9%	13.0%	6.6%	-0.7%	1.5%	8.3%	-1.4%
Brc1ccc(/C=N/n2cnnc2)s1	-1.2%	-3.3%	-10.7%	11.6%	-11.7%	3.2%	-11.8%	-0.2%	-0.1%	-0.8%	?
CC/C(=C/c1sc2ccc(C)cc2[n+]1CCO)SC	-8.2%	2.6%	24.6%	7.7%	3.4%	6.7%	-3.7%	-8.5%	-1.1%	-12.6%	?
Cc1cc(NC(=O)c2cc3ccccc3oc2=O)no1	-7.5%	7.7%	9.6%	-2.8%	2.4%	0.1%	-14.6%	2.4%	0.7%	-2.7%	?
CCCNC(=O)c1cc(S(=O)(=O)N2CCc3ccccc32)ccc1F	-1.6%	-6.7%	-36.3%	?	?	-1.3%	1.7%	0.7%	-6.1%	-3.6%	-5.4%
Cc1ccc(CN2C(=O)CCC2C(=O)NCCN2CCN(c3cccc(Cl)c3)CC2)cc1 (configuration not stated)	1.9%	-6.5%	-5.2%	1.4%	16.5%	-2.9%	-1.9%	-6.6%	-6.3%	-6.5%	-0.4%
CC(C)CC(=O)Nc1c2c(nn1-c1cccc(Cl)c1)CS(=O)(=O)C2	2.2%	-1.5%	-5.7%	-5.0%	4.3%	-9.5%	-2.9%	-6.8%	-3.0%	-1.4%	0.9%
O=C(Nc1cc(Cl)ccc1N1CCCC1)C1=NN(c2ccccc2)C(=O)CC1	1.6%	-1.1%	0.0%	33.6%	1.3%	3.9%	8.6%	-4.4%	-11.6%	0.6%	-3.2%
c1ccc(CSC2=NNC(c3ccccn3)S2)cc1 (configuration not stated)	-0.4%	26.5%	-100.4%[inhibitor]	-2.8%	3.2%	-7.3%	-5.1%	-3.0%	-2.6%	2.0%	-3.9%
CN(C)C(=S)Oc1ccccc1-c1ccccc1OC(=S)N(C)C	4.1%	·	0.6%	-36.8%	-0.7%	3.6%	3.8%	4.9%	-3.6%	0.4%	-3.2%
CCCc1cc(-c2ccc3c(c2)COc2c4ccccc4nn2-3)on1	1.07µM*	?	?	·	·	-11.9%	·	2.82µM*	?	2.82µM*	·
COc1ccc(S(=O)(=O)Nc2ccc(Cl)cn2)c(C)c1C	0.2%	3.4%	0.7%	7.8%	-0.7%[0.365 µM]	·	-8.8%	2.8%	-7.1%	-2.3%	-3.3%
Cc1ccc(/C(=N\O)c2oc3c(C)c4oc(=O)cc(C)c4cc3c2C)cc1	-0.7%	13.8%	-84.2%[inhibitor]	-33.4%	4.6%	-4.3%	9.7%	9.8%	-9.9%	-3.9%	1.8%
CCOC(=O)c1cn(-c2nc(-c3ccc(Cl)cc3)cs2)c2c(F)c(N3CC(C)OC(C)C3)c(F)cc2c1=O (configuration not stated)	-1.5%	-4.1%	·	18.6%	-0.2%	·	20.4%	0.0%	0.9%	-2.8%	10.6%
COc1ccc(C2=NOC(C(=O)Nc3cccnc3)C2)cc1OC (configuration not stated)	-2.1%	-2.0%	-34.0%	8.5%	-10.4%	-5.0%	-28.1%	0.2%	0.6%	1.2%	12.9%
N#C/C(=C\c1ccc(O)c(O)c1)C(=O)c1ccc(O)c(O)c1	?	5.5%	-24.1%	·	·	3.98µM*	-4.0%	-9.7%[46.1 µM]	-12.7%	-2.3%[46.1 µM]	?
CN(C)CCCNCC(=O)c1c(-c2ccccc2)n(C)c2ccccc12	-1.6%	-11.1%	-29.6%	-3.8%	-8.1%	-8.8%	?	-2.7%	-1.6%	-0.2%	-10.6%
O=C(CSc1n[nH]c(=O)n1Cc1ccccc1)Nc1ccc(F)c(F)c1F	0.7%	0.0%	-41.9%	?	?	0.4%	-2.3%	-7.5%	-9.9%	-2.3%	0.0%
COc1ccc(NC(=O)C2CC2)cc1-n1cnnn1	5.2%	4.9%	-9.8%	25.7%	1.8%	11.3%	-0.7%	-0.3%	-1.4%	-1.0%	5.1%
Cc1noc(NS(=O)(=O)c2ccc(NC(=O)C34CCC(CC3)C4)cc2)c1C	0.1%	-16.3%	8.1%	13.8%	0.3%	6.2%	-5.5%	1.3%	1.0%	-0.2%	0.4%
C/C=C(\C)C(=O)Nc1cccc(C2=NOC3(C2)C[C@@H](C(N)=O)N(C(=O)c2cc([N+](=O)[O-])cc([N+](=O)[O-])c2C)C3)c1 (some centres not stated)	1.8%	-2.2%	44.7%	0.0%	-10.4%	5.3%	12.9%	0.0%	3.3%	-3.9%	?
O=C(O)Cn1c(SCc2cccc3ccccc23)nc2ccccc21	16.9µM*	7.6%	-1.2%	2.9%	-3.3%	0.3%	-15.8%	-2.8%	0.2%	-6.4%	9.2%
